# CCR6 antagonist = CCR6 receptor antagonists, primary screen, cell-based, CHO-K1, luminescence, beta-arrestin, uHTS; AID 493098, 2011; CHO-K1 CCR6 PathHunter beta-arrestin, CCL20-stimulated; inhibition, % at 20 µM; 340,000 tested, 0.49% active;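 active = compounds whose inhibition of the agonist-driven luminescence signal at 20 µM reaches about 50%, limit read from the data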;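 also: cells stimulated with CCL20 at 14 nM final; plate controls were DMSO with CCL20 for no effect and DMSO without agonist for full effect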
# Target sequence (P51684 whole entry, looked up): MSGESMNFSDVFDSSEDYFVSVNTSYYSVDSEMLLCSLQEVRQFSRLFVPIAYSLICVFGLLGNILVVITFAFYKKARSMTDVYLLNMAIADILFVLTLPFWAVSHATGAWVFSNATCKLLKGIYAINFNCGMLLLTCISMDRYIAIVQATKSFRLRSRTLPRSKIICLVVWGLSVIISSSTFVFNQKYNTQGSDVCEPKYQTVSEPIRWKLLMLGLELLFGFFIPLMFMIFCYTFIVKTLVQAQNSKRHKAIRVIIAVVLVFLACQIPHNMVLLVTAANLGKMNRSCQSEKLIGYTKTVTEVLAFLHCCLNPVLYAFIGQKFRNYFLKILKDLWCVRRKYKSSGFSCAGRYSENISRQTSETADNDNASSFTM
# 697 NFkB inh = inhibitors of PMA/ionomycin-induced NF-kB reporter, 697 cells, primary screen, B-cell NF-kB inhibitor project, cell-based, luminescence, uHTS | 697 B-cell NF-kB luciferase reporter, 16 h | inhibition, % at 4 µM | 330,000 tested, 0.33% active | AID 435022, 2010; in the data active = inhibition above about 35%
# Gli-Sufu antag = Gli-Sufu pathway antagonists, primary screen, luciferase luminescence, Sufu-KO-LIGHT cells, uHTS | AID 588413, 2011 | inhibition, % at 5 µM | 340,000 tested, 0.74% active | Sufu-KO-LIGHT fibroblasts, Gli luciferase reporter luminescence;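 active = inhibition above about 55%, limit read from the data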;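 also: 0% = DMSO-treated cells and 100% = wells with medium but no cells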
# EBI2 antag = EBI2 receptor antagonists, beta-arrestin recruitment, primary screen, cell-based, luminescence, 7a,25-OHC stimulation, uHTS; 7a,25-OHC stimulated; inhibition, % at 5 µM; 360,000 tested, 0.81% active; AID 651636, 2012; in the data active = inhibition above about 38%;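 also: enzyme fragment complementation signal reports receptor beta-arrestin coupling in cells; 0% = agonist plus DMSO wells and 100% = wells without agonist; some results beyond the cut were filed as inactive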
# Target sequence (P32249 whole entry, looked up, the tested form may be a part): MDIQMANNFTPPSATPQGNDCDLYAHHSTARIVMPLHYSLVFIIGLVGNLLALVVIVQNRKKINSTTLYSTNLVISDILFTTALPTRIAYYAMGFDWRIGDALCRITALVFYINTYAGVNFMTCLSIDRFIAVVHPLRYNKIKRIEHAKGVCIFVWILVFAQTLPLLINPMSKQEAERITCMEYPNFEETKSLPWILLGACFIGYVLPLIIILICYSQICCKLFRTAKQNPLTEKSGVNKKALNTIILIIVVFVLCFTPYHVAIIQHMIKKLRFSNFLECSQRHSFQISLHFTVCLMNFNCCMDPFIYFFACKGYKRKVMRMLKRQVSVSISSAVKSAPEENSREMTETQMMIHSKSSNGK
# CXCR6 block = CXCR6 receptor inhibitors, primary screen, cell-based, beta-arrestin, luminescence, CHO-K1 PathHunter, 1536-well; C-X-C chemokine receptor type 6 (Homo sapiens), O00574; inhibition, % at 20 µM; 360,000 tested, 0.36% active; AID 602244, 2012; in the data active = inhibition above about 34%, passing the limit was not always enough;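 also: antagonist mode with CXCL16 agonist at 10 nM final; 0% = 10 nM CXCL16 with DMSO and 100% = unstimulated wells without agonist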
# Jurkat NFkB inh = inhibitors of induced NF-kB luciferase reporter, primary screen, TCR NF-kB activation inhibitor project, cell-based, luminescence, uHTS; inhibition, % at 4 µM; Jurkat, PMA/ionomycin-induced NF-kB luciferase reporter; 330,000 tested, 0.53% active; in the data active = inhibition above about 50%
# APJ antagonist = antagonists of human apelin receptor APJ, primary screen, CHO-K1 cells, beta-arrestin complementation, luminescence; inhibition, % at 20 µM; P35414; 330,000 tested, 0.32% active;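 active = inhibition above about 40% at 20 µM, limit read from the data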;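 also: cells challenged with 10 nM apelin-13 agonist together with compound; plate controls were apelin-13 plus DMSO wells for no effect and DMSO wells lacking apelin-13 for full effect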
# UBC13 polyUb = UBC13 polyubiquitin chain formation inhibitors, primary screen, biochemical, TR-FRET, uHTS; 330,000 tested, 0.47% active; inhibition, % at 20 µM; in the data active = inhibition above about 45%, passing the limit was not always enough; inconclusive = no clear call, values can overlap the other calls
# Target sequence (P61088 whole entry, looked up): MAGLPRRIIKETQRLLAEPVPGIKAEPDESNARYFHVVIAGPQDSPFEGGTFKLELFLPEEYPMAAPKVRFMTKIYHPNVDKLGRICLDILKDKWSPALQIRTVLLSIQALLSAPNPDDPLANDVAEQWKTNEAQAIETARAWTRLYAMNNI
# * hit, by the source's call; ? = inconclusive; . = no result given.
SMILES,CCR6 antagonist,697 NFkB inh,Gli-Sufu antag,EBI2 antag,CXCR6 block,Jurkat NFkB inh,APJ antagonist,UBC13 polyUb
CCOC(=O)Nc1ccc2c(c1)N(C(=O)CCN1CCN3CCCC3C1)c1ccccc1CC2 (stereo unspecified),10,-9,8,-5,16,5,17,-1
OC(CN1CCCCC1)Cn1c2ccccc2c2cc(Br)ccc21 (stereo unspecified),-1,-2,.,-27,-4,-23,13,20
CCOC(=O)C1=C(C)N(C)C(=O)NC1c1c(O)ccc2ccccc12 (stereo unspecified),18,8,10,-14,-7,14,5,7
Cc1noc(C)c1CS(=O)(=O)c1ccc([N+](=O)[O-])cc1,-9,17,-4,-7,-21,1,-50,-8
O=C(Nc1ccon1)c1ccc(S(=O)(=O)N2CCCCCC2)cc1,-9,1,5,-7,6,-12,-9,-1
CCSc1ccccc1C(=O)n1nnc2ccccc21,-6,5,0,-27,15,11,-1,3
CN1CC[n+]2cnc3ccccc3c21,8,-8,2,2,0,-19,-5,-14
C=CCNc1nc(Cl)nc(NCc2ccco2)n1,-4,3,-25,-4,3,3,-1,-3
COc1ccccc1NS(=O)(=O)c1ccc(Cl)c(NC(=S)NC(=O)C2CCCC2)c1,31,-33,3,6,9,11,8,5
CCOC(=O)C(NC(=O)c1ccc(OC)cc1)(Nc1cc(C)on1)C(F)(F)F (stereo unspecified),12,0,-4,0,-7,-14,17,3

# Arranged by molecular weight (low to high): part of the list above
SMILES,CCR6 antagonist,697 NFkB inh,Gli-Sufu antag,EBI2 antag,CXCR6 block,Jurkat NFkB inh,APJ antagonist,UBC13 polyUb
CCSc1ccccc1C(=O)n1nnc2ccccc21,-6,5,0,-27,15,11,-1,3
Cc1noc(C)c1CS(=O)(=O)c1ccc([N+](=O)[O-])cc1,-9,17,-4,-7,-21,1,-50,-8
CCOC(=O)C1=C(C)N(C)C(=O)NC1c1c(O)ccc2ccccc12 (stereo unspecified),18,8,10,-14,-7,14,5,7
O=C(Nc1ccon1)c1ccc(S(=O)(=O)N2CCCCCC2)cc1,-9,1,5,-7,6,-12,-9,-1
CCOC(=O)C(NC(=O)c1ccc(OC)cc1)(Nc1cc(C)on1)C(F)(F)F (stereo unspecified),12,0,-4,0,-7,-14,17,3
COc1ccccc1NS(=O)(=O)c1ccc(Cl)c(NC(=S)NC(=O)C2CCCC2)c1,31,-33,3,6,9,11,8,5

# Next structures follow:
SMILES,CCR6 antagonist,697 NFkB inh,Gli-Sufu antag,EBI2 antag,CXCR6 block,Jurkat NFkB inh,APJ antagonist,UBC13 polyUb
Cc1cc2cc(CCNS(C)(=O)=O)c(=O)[nH]c2cc1C,-8,10,-5,-1,-5,9,15,7
Cc1cc(N/C=C\C(=O)c2ccc(Cl)c(Cl)c2)no1,-3,-49,-15,4,0,-37,6,-5
NC(=O)CC(NC(=O)c1ccccc1)C(=O)O (stereo unspecified),1,-8,-3,-8,-1,6,6,-4
Cc1cccc(C)c1NC(=O)c1sccc1SCc1cccc(C(F)(F)F)c1,29,-4,3,10,15,-18,3,-9
COc1ccc(C2C(C(=O)c3cccs3)=C(O)C(=O)N2CCN2CCOCC2)c(OC)c1 (stereo unspecified),-6,8,-3,-8,9,-20,-2,-3
CC(C)CCN1CCN(Cc2cnc(-c3ccccc3)s2)CC1CCO (stereo unspecified),9,-36,9,6,1,11,16,-14
C[C@@H](N)C(=O)NC[C@H]1CC[C@H](C(=O)N[C@@H](Cc2ccccc2)C(=O)O)CC1,4,10,-11,-9,7,-3,7,3
CC(=O)N1CN(C2CC(C)(C)NC(C)(C)C2)Cc2c1sc1c2CCCC1,1,2,12,-6,6,5,4,9
N/C(Cc1cccc2ccccc12)=N\OC(=O)c1ccc2c(c1)OCO2,-24,-33,-13,-17,0,-12,-7,-126
CCN(CC)c1ccc(NC(=O)c2cc(Cl)ccc2OC)cc1,29,7,8,10,11,-23,12,5
C=C(CCC(=O)c1ccccc1)C(=O)c1ccccc1,10,.,3,-8,11,.,.,.
Cc1ccc(NC(=O)ON=C2CCCC2)cc1,15,-24,-74,4,0,-45,-10,-3
Cc1nc(SCc2nc3c([N+](=O)[O-])cccc3[nH]2)c2oc3ccccc3c2n1,-8,-15,21,27,-7,-11,-11,3
NS(=O)(=O)c1ccc(CNC(=O)CCS(=O)(=O)Cc2ccccc2)cc1,-2,-22,46,-4,2,-5,-8,-8
Cc1ccc(S(=O)(=O)c2cc(OC(=O)c3ccco3)ccc2OC(=O)c2ccco2)cc1,4,-9,-1,-3,-11,17,3,-10
CN(Cc1ccccc1)S(=O)(=O)c1ccc2c(c1)n(C)c(=O)c(=O)n2C,1,14,0,-8,4,3,9,-2
CN(C)S(=O)(=O)N1CCN(c2ccc([N+](=O)[O-])c(NC3CC3)c2)CC1,14,4,11,-6,12,10,15,-18
COc1ccccc1CNC(=O)COc1ccccc1C,4,-2,10,3,8,-8,5,2
COc1ccc(-c2ocnc2C(=O)NCc2nn(-c3ccccc3)nc2C)cc1,3,-4,4,-4,-6,34,1,5
COc1ccc(-n2nc([N+](=O)[O-])c(=NCCc3ccc(Cl)cc3)n2O)cc1,3,-13,-18,0,-7,-21,-21,-9
O=S(=O)(c1ccc(Cl)cc1)N1CCN(S(=O)(=O)N2CCCCCC2)CC1,7,3,-15,-10,1,2,-15,-5
COc1cccc(CN(C)C(=O)c2ccc(OCC(=O)Nc3cccc(C(F)(F)F)c3)c(OC)c2)c1,13,-35,11,-5,-6,56*,6,2
O=C(O)/C(=C\c1cccc(OCc2ccccc2)c1)c1ccc(F)cc1,0,-3,2,2,0,-12,-10,-7
N#CCn1nnc(-c2ccc3c(c2)OCO3)n1,5,2,-7,-8,0,-6,12,5
CCOC(=O)C1CCN(C2CC(=O)N(c3ccc(OCC)cc3)C2=O)CC1 (stereo unspecified),-7,-12,-3,-1,-9,-4,-16,-3
CCCCC(=O)NC(Nc1nc(C2CC2)cs1)(C(=O)OCC)C(F)(F)F (stereo unspecified),27,16,3,0,4,9,4,11
N[C@@H](CO)c1nnc([C@H](Cc2ccc(O)cc2)NC(=O)C2CCNCC2)o1,-1,14,-11,-8,-7,4,-62,10
COc1ccc(/C=N/NC(=O)C2COc3ccccc3O2)cc1OC (stereo unspecified),8,4,-8,-7,-2,1,12,0
O=C(COC(=O)CNC(=O)c1cccs1)Nc1ccccc1C(F)(F)F,-4,-15,2,-3,-3,3,-15,-10
COC(=O)c1ccc(OCC(O)CN2C(=O)c3ccccc3S2(=O)=O)cc1 (stereo unspecified),0,7,-21,6,-14,-4,0,-8

# Entries shown so far that contain an NH in an aromatic ring (2):
SMILES,CCR6 antagonist,697 NFkB inh,Gli-Sufu antag,EBI2 antag,CXCR6 block,Jurkat NFkB inh,APJ antagonist,UBC13 polyUb
Cc1cc2cc(CCNS(C)(=O)=O)c(=O)[nH]c2cc1C,-8,10,-5,-1,-5,9,15,7
Cc1nc(SCc2nc3c([N+](=O)[O-])cccc3[nH]2)c2oc3ccccc3c2n1,-8,-15,21,27,-7,-11,-11,3

# (continued)
SMILES,CCR6 antagonist,697 NFkB inh,Gli-Sufu antag,EBI2 antag,CXCR6 block,Jurkat NFkB inh,APJ antagonist,UBC13 polyUb
CCOc1cc(C=O)c(Br)cc1OC1CCCC1,-8,-8,-5,-1,2,4,9,?
O=C(O)C[C@H]1c2ccc(C(F)(F)F)cc2S(=O)(=O)N1Cc1ccccc1,3,-9,22,-4,2,-4,-59,-8
COc1ccc(NC(=O)CN(C)C(=O)CNC(=O)c2ccc(C)s2)cc1,-3,-6,-11,-12,6,-3,19,0
COc1ccc(NC(=O)Cn2cc(C#N)c3ccccc32)cc1,7,5,10,3,0,18,11,17
Cc1ccc([N+](=O)[O-])cc1S(=O)(=O)Nc1cccc(S(=O)(=O)Nc2ccccc2C(=O)O)c1,18,11,-17,-11,2,7,16,12
NC(=O)N/N=C/c1ccc(N2CCOCC2)s1,5,-29,-6,-3,-2,-34,-7,-18
O=C(CSc1ccc(C(F)(F)F)cc1[N+](=O)[O-])Nc1ccccc1,-10,-8,0,0,-6,-52,-4,-6
O=C(Cn1cnc2c(nnn2-c2ccc(F)cc2)c1=O)NCc1ccco1,-5,9,2,-4,10,8,4,4
Cc1nn2c(NC(C)C)c3c(nc2c1-c1ccccc1)CCC3,7,-48,-10,-35,8,-25,22,6
Cc1cc(CNC(=O)[C@H](C)[C@@H]2C[C@@]2(C)[C@@H](NC(=O)OCc2ccccc2)c2ccccc2)nn1C,8,6,-2,-9,3,5,7,-1
O=C(N/N=C\c1cccnc1)c1cc(-c2ccccc2)nc2c(Cl)cccc12,2,3,9,-7,-3,6,-9,4
CCOc1cc(C(=O)Nc2cnccn2)cc(OCC)c1OCC,1,-11,-1,-7,-1,34,6,-8
Cc1ccc(Oc2nc3ccccn3c(=O)c2/C=C(\C#N)C(=O)NC2CCS(=O)(=O)C2)cc1 (stereo unspecified),0,5,4,30,-2,9,11,6
CS(=O)(=O)N1CCc2cc(-c3csc(NC(=O)C(c4ccccc4)c4ccccc4)n3)ccc21,6,-10,0,7,-1,3,-36,?
N#Cc1c(Cl)cccc1Oc1ccc(S(=O)(=O)Nc2ccccc2)cc1,5,-5,-10,-3,2,-1,8,8
CCOC(=O)c1c(NC(=O)c2ccc(Br)o2)sc(C)c1CC,12,8,3,15,2,0,1,11
Cc1ccc2[nH]c(-c3ccccc3)c(CN3CCN(C)CC3)c(=O)c2c1,1,14,48,2,1,0,18,4
Cc1ccc(C2(C)NC(=O)N(CC(=O)N(C)CC(=O)Nc3cccc4ccccc34)C2=O)cc1 (stereo unspecified),4,-3,0,-3,-2,-16,3,2
CCOc1ccc(OCC(=O)OCn2c(SC)nnc(C)c2=O)cc1,0,-37,0,1,2,28,-4,-1
COc1ccc(N2CCN(C(=O)CCNC(=O)c3ccccc3)CC2)cc1,-6,2,-1,-13,-4,15,-4,4
CC(C)(C)C(=O)N1CCC(O)(CS(=O)(=O)Cc2ccccc2)CC1,4,4,4,-7,5,-6,13,4
O=C(CN1CCN(Cc2ccccc2Cl)CC1)N=Nc1c(O)[nH]c2ccccc12,26,2,3,7,5,3,9,-8
CCOc1ncccc1C(=O)OCc1ccccc1,-7,-33,-4,0,4,-20,4,-15
